CRFR2-BP ag = agonists of human CRF-binding protein/CRF-R2 receptor complex; 350,000 tested, 0.46% active; HEK293 CRF-R2/CRF-BP, calcium dye fluorescence (FLIPR); percent of saturating CRF peptide response; activation, % at 13.2 µM; AID 588473;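 active = activation of at least 50%, plus an integration ratio under a set limit after plate pattern correction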;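 also: plate controls were neutral control wells without compound for no effect and CRF at EC100 for full effect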
FID counter = fluorescent intercalator displacement, NS3 helicase counter-screen | DNA fluorescent intercalator displacement, fluorescence | 290,000 tested, 0.17% active | inhibition, % at 7.9 µM; in the data active = inhibition above about 37%;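 also: 0% = vehicle and 100% = reference compound; higher means more ethidium bromide displaced from hairpin DNA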
HCV NS3 hel inh = blocks Hepatitis C virus NS3 helicase unwinding. NS3 helicase DNA unwinding, Cy5 molecular beacon fluorescence. inhibition, % at 10.9 µM. 290,000 tested, 0.56% active. AID 1800;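 active = inhibition above the mean of all tested compounds plus 3 SD, set per campaign, cut at about 35% in these data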;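 also: 0% = DMSO wells and 100% = thioflavine S control wells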
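Test system: hepatitis C virus NS3 helicase domain fragment enzyme. Also added: annealed dual-labelled DNA beacon duplex, ATP-started. Timing: 60 min unwinding reaction at 25 °C after ATP addition. Technique: Cy5 fluorescence. Measure: % inhibition of unwinding.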
CRFBP-R2 block = CRF-BP/CRF-R2 complex antagonism; HEK293 CRF-R2/CRF-BP, CRF-induced calcium fluorescence; inhibition, % at 11.8 µM; 350,000 tested, 0.59% active;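 active = inhibition of the ligand-induced calcium signal above about 50% at the single tested concentration, limit read from the data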
MEKK2mut PB1 HTS = signal of MEK5 binding to mutant human MEKK2 PB1 domain | bead flow cytometry, Alexa488-MEK5 binding to MEKK2 mutant | percent response, % at 10 µM | 290,000 tested, 0.35% active | AID 1530; in the data active = percent response above about 24%, passing the limit was not always enough; also: inactives centre near 1; some results filed as inactive read as strong as hits; reference of the scale not given here
MEKK3 PB1 HTS = MEKK3-MEK5 PB1 interaction, increase or decrease; Q99759; bead-based flow cytometry, Alexa488-MEK5 binding to MEKK3; actives lie on both sides; 0 = blocked by unlabeled MEK5, 100 = vehicle; binding response (% of control), % at 10 µM; 290,000 tested, 1.4% active;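 active = binding response more than 3 SD above or below the average of its plate-row segment, actives on both sides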;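 also: Alexa488 bead fluorescence after subtracting the streptavidin-only scavenger bead signal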
Target sequence (Q99759 whole entry, looked up): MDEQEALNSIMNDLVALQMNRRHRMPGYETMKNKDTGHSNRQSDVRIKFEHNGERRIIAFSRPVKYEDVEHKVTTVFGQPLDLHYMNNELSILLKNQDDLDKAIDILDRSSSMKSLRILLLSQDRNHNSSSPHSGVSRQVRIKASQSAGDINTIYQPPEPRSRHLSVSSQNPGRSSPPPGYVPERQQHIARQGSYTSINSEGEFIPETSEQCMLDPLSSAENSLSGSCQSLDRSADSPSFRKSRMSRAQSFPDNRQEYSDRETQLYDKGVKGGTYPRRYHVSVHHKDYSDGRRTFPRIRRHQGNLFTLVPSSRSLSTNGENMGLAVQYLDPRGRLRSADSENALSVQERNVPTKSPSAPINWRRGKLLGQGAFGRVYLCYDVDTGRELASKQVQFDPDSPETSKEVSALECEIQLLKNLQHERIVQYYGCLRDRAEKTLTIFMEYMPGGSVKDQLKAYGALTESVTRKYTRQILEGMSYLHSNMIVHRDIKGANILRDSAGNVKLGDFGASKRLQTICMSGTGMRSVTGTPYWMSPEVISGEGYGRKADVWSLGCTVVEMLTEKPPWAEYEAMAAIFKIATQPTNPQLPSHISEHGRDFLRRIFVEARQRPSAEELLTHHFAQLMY
GalR3 antagonist = human GalR3 antagonism. inhibition, % at 3 µM. O60755. 360,000 tested, 0.44% active. HEK293 GalR3-CNG cAMP membrane potential fluorescence; galR3 body fused to GalR1 C-terminus;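 active = inhibition above the screen-wide average plus 3 SD, cut at about 13% in these data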;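 also: forskolin and galanin both at EC90 stimulate the cells; cAMP rise reported by CNG channel membrane potential dye signal; 0% = forskolin plus galanin with DMSO and 100% = forskolin alone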
Target sequence (O60755 1-299 limits assumed): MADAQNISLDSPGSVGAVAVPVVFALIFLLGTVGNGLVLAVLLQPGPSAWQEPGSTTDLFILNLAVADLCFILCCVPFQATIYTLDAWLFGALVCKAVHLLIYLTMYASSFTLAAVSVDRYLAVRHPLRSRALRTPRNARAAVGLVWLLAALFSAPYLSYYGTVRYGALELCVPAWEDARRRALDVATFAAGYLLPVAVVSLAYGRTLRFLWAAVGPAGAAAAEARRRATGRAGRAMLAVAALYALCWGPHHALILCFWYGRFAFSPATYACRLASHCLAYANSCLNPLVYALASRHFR
SUMO HTRF inh = SUMOylation inhibition; 290,000 tested, 0.36% active; AID 2006; inhibition, % at 35 µM; HTRF SUMOylation assay, SAE1/SAE2 + UBC9, in vitro; in the data active = inhibition above about 50%, passing the limit was not always enough; also: strong numbers were not always called active
Target sequence (P63279 whole entry, looked up): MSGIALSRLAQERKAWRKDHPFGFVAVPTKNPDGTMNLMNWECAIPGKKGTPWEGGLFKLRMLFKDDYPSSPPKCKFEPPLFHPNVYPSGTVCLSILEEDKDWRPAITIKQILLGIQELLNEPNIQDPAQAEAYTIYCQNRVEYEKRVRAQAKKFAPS
MEKK2wt PB1 HTS = raises or lowers MEK5 binding to wildtype human MEKK2 PB1 domain. bead flow cytometry, Alexa488-MEK5 binding to MEKK2 WT; actives lie on both sides. binding response (% of control), % at 10 µM. Q9Y2U5. AID 1531. 290,000 tested, 1.1% active; in the data active = binding response below about 67% or above about 130%
* hit, by the source's call; x = no result given. An excerpt; rates above refer to the full screens.

canonical_smiles	FID counter	MEKK2mut PB1 HTS	CRFR2-BP ag	HCV NS3 hel inh	MEKK2wt PB1 HTS	CRFBP-R2 block	MEKK3 PB1 HTS	SUMO HTRF inh	GalR3 antagonist
O=C1COc2ccc(C(=O)COC(=O)Cc3ccsc3)cc2N1	-4	0	-0.1	4	107	11	110	2	-4
O=C(NC1CC1)c1ccc2c(Cl)c3c(nc2c1)CCCC3	-29	-13	-0.3	-3	83	6	93	9	9
Cc1c(C(=O)N2CCC(Cc3ccccc3)CC2)sc2ncnc(N3CCC(C)CC3)c12	-5	2	1.2	0	101	-8	102	-12	0
COc1ccc(N2CCN(C(=O)CCCn3c(=O)[nH]c4cc(Cl)ccc4c3=O)CC2)cc1	-6	3	-0.3	5	114	-10	109	-17	1
O=c1c2ccccc2ncn1Cc1ccco1	5	2	-1.9	3	101	1	99	10	-7
Cc1ccc(Cn2c(=O)n(CCC(=O)NCc3ccc4c(c3)OCO4)c(=O)c3ccccc32)cc1	-3	-15	-0.1	-13	97	3	94	37	-3
Cc1cc(=O)n2[nH]c(-c3ccc(F)cc3)cc2n1	0	5	-0.8	-2	103	11	101	8	2
CCOc1ccc(C(C)=O)cc1CSC(=N)N	1	1	-0.5	-6	106	22	103	17	6
CCCC(=O)N1CCCC(c2nc(-c3cccc(OC)c3)no2)C1 (centres undefined)	-25	7	-0.4	-1	111	6	109	-4	-2
CCCC/S(CC1CC1(Cl)Cl)=N\S(=O)(=O)c1ccc(C)cc1 (centres undefined)	-19	-6	-4.5	4	97	-6	95	2	3
COC(=O)c1c(C)oc(C)c1S(=O)(=O)N1CCOCC1	-3	-2	0.4	5	91	8	96	0	-4
O=C(Nc1ccnn1C1CCN(C/C=C/c2ccc(F)cc2)CC1)C1CCCC1	6	16	2.5	-25	131	3	106	4	-2

Additional results:
canonical_smiles	FID counter	MEKK2mut PB1 HTS	CRFR2-BP ag	HCV NS3 hel inh	MEKK2wt PB1 HTS	CRFBP-R2 block	MEKK3 PB1 HTS	SUMO HTRF inh	GalR3 antagonist
Cc1cc(C)nc(SCC(=O)OCC(=O)Nc2nc3ccccc3s2)n1	-6	3	1.6	-1	112	2	107	14	-12
CC(Oc1ccccc1)C(=O)Nc1nnc(S(=O)(=O)N2CCCCCC2)s1 (centres undefined)	-46	2	6.3	-11	100	-2	101	6	-2
COc1cccc(C2C(C(C)=O)=C(O)C(=O)N2Cc2ccco2)c1 (centres undefined)	-4	-1	1.3	3	99	26	99	-10	-7
CCCCOc1ccc(C(=O)N/C(=C\c2cccc([N+](=O)[O-])c2)C(=O)OCCC)cc1	-2	x	1.5	1	x	3	x	-10	-3
O=C(NN=C1CCCC1)c1ccccc1O	-5	-1	-2.9	-2	97	-1	96	20	-8
CNc1nc(Cl)nc(Nc2ccccc2)n1	-4	-7	0.0	6	99	103*	95	-4	-7
CCc1cccc(N(CC(=O)NCc2ccc(F)cc2)C(=O)c2csnn2)c1	-21	-7	2.3	4	85	3	92	18	-1
COc1ccc(C(=O)N2CCN(S(=O)(=O)c3ccc(C)cc3)CC2)cc1S(=O)(=O)N1CCOCC1	-34	6	0.8	15	111	-6	103	8	-7
CC(NC(=O)C(CC(=O)OC(C)(C)C)NC(=O)OC(C)(C)C)C(N)=O (centres undefined)	-4	0	3.4	0	96	6	96	12	-2
O=C(Nc1ccon1)c1cccc(S(=O)(=O)N2CCCCC2)c1	-4	6	7.0	5	101	-16	99	11	-5
Cc1ccc(S(=O)(=O)NCC(=O)N2CCOCCOCCOCCOCC2)cc1	-7	-7	0.2	-3	97	-14	100	16	-9
CN(CC(=O)N1CC(=O)N(CCc2ccccc2)C(=O)C1)S(=O)(=O)c1cccc2nsnc12	-13	-2	-0.4	1	101	3	98	-18	-3

Carrying on:
canonical_smiles	FID counter	MEKK2mut PB1 HTS	CRFR2-BP ag	HCV NS3 hel inh	MEKK2wt PB1 HTS	CRFBP-R2 block	MEKK3 PB1 HTS	SUMO HTRF inh	GalR3 antagonist
COc1cc(S(=O)(=O)N2CCC(N3CCCCC3)CC2)ccc1-n1cnnn1	9	15	6.3	2	114	17	108	-7	2
Cn1nc(C(F)(F)F)c(C(=O)Nc2ccc(F)cc2F)c1Oc1cccc(Cl)c1	-8	7	0.8	-5	108	31	103	16	-5
O=C(CCc1ccccc1)NCc1ccncc1	-4	-1	2.8	2	99	4	101	-2	-10
O=c1ncn(-c2ccccc2C(F)(F)F)c2ncccc12	-5	1	0.0	5	98	16	97	6	-5
Cc1cc(Cl)ccc1NC(=O)CN1CCN(C(=O)c2ccco2)CC1	-24	2	-0.2	1	99	1	98	6	-1
Cc1ccc(NC(=O)c2cnccn2)cc1C	-3	2	-0.6	-7	104	0	101	1	-4
COC(=O)c1cc(OC)c(OC)cc1NC(=O)CSc1nnc(-c2cccnc2)n1C	-17	5	-0.4	-4	100	9	103	9	-2
COc1ccc2c(c1OC)C(=O)OC2CC(=O)O (centres undefined)	1	1	-0.8	-5	94	3	96	22	-2
Cc1csc(NC(=O)C2COc3ccccc3O2)n1 (centres undefined)	-1	0	0.9	5	94	-14	95	17	3
COc1ccc2oc(=O)c(C(=O)NCc3cccnc3)cc2c1	-8	3	-0.3	1	103	17	107	25	1
N#CC1=C(N)N(c2ccccc2)C(=O)C1	1	4	1.9	-3	109	-7	106	2	8
CCOC(=O)Cn1nc(C)c(NC(=O)CCc2ccc(OC)cc2)c1C	-4	0	0.0	7	99	16	99	-5	-3

The list goes on.
canonical_smiles	FID counter	MEKK2mut PB1 HTS	CRFR2-BP ag	HCV NS3 hel inh	MEKK2wt PB1 HTS	CRFBP-R2 block	MEKK3 PB1 HTS	SUMO HTRF inh	GalR3 antagonist
COc1cc(CCC(=O)Nc2cccc(C(F)(F)F)c2)cc(OC)c1OC	-13	21	-5.9	14	108	23	102	3	-4
CSc1ccc(S(=O)(=O)N2c3ccccc3CC2C)cc1 (centres undefined)	-6	6	0.6	1	104	22	103	-20	-2
O=C(c1ccco1)N1CCN(c2nc(C3CC3)nc3sc4c(c23)CCCC4)CC1	-19	-2	-1.3	4	93	11	96	0	x
COC(=O)c1ccc(CSc2nnc3c(Cl)cc(Cl)cn23)o1	-2	2	4.4	0	97	0	97	25	5
COc1cc(OC)cc(C(=O)NCC(=O)OCC(=O)Nc2cc(S(C)(=O)=O)ccc2Cl)c1	-10	-6	0.1	1	93	5	90	4	-5
COC(=O)c1cc(S(=O)(=O)N2CCN(c3ccc(F)cc3)CC2)c[nH]1	-13	2	1.9	6	94	4	97	-1	1
Cc1occc1-c1nnc(SCC(=O)Nc2ccc(F)cc2)n1C	-9	0	-0.2	17	97	4	98	9	-5
COc1ccc(CN(Cc2cccn2C)S(=O)(=O)c2ccc(C)cc2)cc1	-19	-5	-1.1	-19	98	12	101	-6	-3
CN1CCN(C(=O)c2ccc(N(Cc3ccc(Cl)cc3)S(C)(=O)=O)cc2)CC1	5	3	4.9	-11	104	-3	102	-2	-6
CCCN1C(=O)C2(C(C(=O)c3ccc(C)o3)=C(O)C(=O)N2CCCOC)c2ccccc21 (centres undefined)	-36	-22	0.7	4	93	24	90	10	-4
Cc1ccc(C(=O)Nc2cccnc2)cc1S(=O)(=O)N1CCCCC1	-1	-1	-1.7	3	94	-3	92	0	-4
Cn1c(CS/C(N)=N/N=C/c2ccccc2)c(Br)c(=O)n1-c1ccccc1	-8	-4	-2.9	2	87	24	87	6	0

A portion from the list above, for reference:
canonical_smiles	FID counter	MEKK2mut PB1 HTS	CRFR2-BP ag	HCV NS3 hel inh	MEKK2wt PB1 HTS	CRFBP-R2 block	MEKK3 PB1 HTS	SUMO HTRF inh	GalR3 antagonist
CCCN1C(=O)C2(C(C(=O)c3ccc(C)o3)=C(O)C(=O)N2CCCOC)c2ccccc21 (centres undefined)	-36	-22	0.7	4	93	24	90	10	-4
Cc1ccc(C(=O)Nc2cccnc2)cc1S(=O)(=O)N1CCCCC1	-1	-1	-1.7	3	94	-3	92	0	-4

Next structures:
canonical_smiles	FID counter	MEKK2mut PB1 HTS	CRFR2-BP ag	HCV NS3 hel inh	MEKK2wt PB1 HTS	CRFBP-R2 block	MEKK3 PB1 HTS	SUMO HTRF inh	GalR3 antagonist
CCOC(=O)C(C(=O)OCC)c1c([N+](=O)[O-])c(=O)n2c3c(cccc13)CCC2	-7	-3	0.7	8	104	-7	104	-2	-9
CCC(=O)Nc1nc(-c2ccccc2)ns1	2	-7	8.1	2	95	4	98	5	-3
Cc1ccccc1N1CCN(C2CCCN(C(=O)c3ccsc3)C2)CC1 (centres undefined)	-31	-1	0.0	3	99	-7	96	6	-2
CN(Cc1ccccc1)c1ccc(C(=O)O)cc1[N+](=O)[O-]	-9	0	2.8	9	94	25	99	13	-4
C/C(=N\NC(=O)c1ccc(OC2CCCC2)cc1)c1ccc(O)cc1	-21	3	-8.5	-6	103	9	101	16	0
COc1ccc(/C=C\c2nc(O)c([N+](=O)[O-])c(=O)[nH]2)cc1O	1	10	3.4	4	113	-1	108	-4	-4
COCCn1c(SCC(=O)N2CCCCC2)nc2c(c1=O)SC(C)C2 (centres undefined)	-22	8	0.4	1	106	2	101	14	-4
Cc1nnc(SCc2nnc(-c3cccs3)o2)n1C1CCCCC1	-20	-2	0.3	7	105	-4	107	-14	1
O=C(/C(=C/c1ccccc1Cl)c1ccccc1)N1CCOCC1	-27	0	-0.2	-3	103	-21	107	-14	0
CC1CCCC(C)N1C(=O)CSc1nnnn1-c1cccc2c1CCCC2 (centres undefined)	-32	3	1.5	-6	102	-18	100	-4	-5
CCN1CCN(c2nc3c(c(=O)[nH]c(=O)n3C)n2Cc2ccccc2)CC1	-9	5	0.2	-8	104	15	96	-8	-4
c1coc(-c2nnc(NC3=NCCC3)o2)c1	-5	3	0.8	-2	109	-13	106	10	-1

More structures follow.
canonical_smiles	FID counter	MEKK2mut PB1 HTS	CRFR2-BP ag	HCV NS3 hel inh	MEKK2wt PB1 HTS	CRFBP-R2 block	MEKK3 PB1 HTS	SUMO HTRF inh	GalR3 antagonist
COc1ccc(C(=O)CSc2nnc(C(CO)NC(=O)c3ccc(OC)cc3)n2C)cc1 (centres undefined)	-27	x	-0.8	-3	x	-14	x	4	-3
c1ccc2nc(N3CCOCC3)cnc2c1	-4	x	1.1	-3	x	8	x	11	-2
CN(C)S(=O)(=O)N1CCC(Oc2cccc(C(=O)NC3CCCCCC3)c2)CC1	-55	4	-0.9	0	106	1	104	-2	29*
Cc1ccc(S(=O)(=O)N2CCN(C(=O)CSc3nnnn3C)C2)cc1	0	4	-0.1	-4	104	2	104	-9	2
O=C(Nc1ccc(Cl)cc1)c1cccnc1N1CCCCC1	-13	6	-1.9	-2	105	-58	105	5	-5
CCCC(O)(c1ccc(OC)cc1)C(CN(C)C)c1ccccc1 (centres undefined)	10	1	7.2	1	98	-18	91	-14	-6
Cc1ccc2nc(Cl)c(/C=N/n3c(C)nnc3C)cc2c1	-14	-12	-0.1	8	82	2	88	32	-1
O=C(O)CN1C2=NCCCN2c2ccccc21	11	-7	0.3	-2	88	0	96	-4	-3
Cc1ccccc1OCC(=O)NC(=S)Nc1ccc(N2CCOCC2)c(Cl)c1	0	-3	-1.5	3	101	-7	104	8	-4
O=C(O)CC(NC(=O)CC(c1ccccc1)c1ccccc1)c1cccc([N+](=O)[O-])c1 (centres undefined)	-22	9	-0.7	16	107	-14	103	4	-3
CC(=O)Nc1ccc(-n2c(=O)c3ccccc3c3ccccc3c2=O)cc1	0	-9	2.7	-3	95	-6	103	5	-1
CCOC(=O)c1c(NC(=O)/C=C/C(=O)O)sc(C)c1-c1ccc(Cl)cc1	-21	0	-1.1	-9	99	-10	98	26	-3
COCC(=O)NC1CCN(S(=O)(=O)c2cccc(C(C)=O)c2)CC1	1	0	-1.8	17	98	17	100	6	-7
Cc1cc(S(=O)(=O)NCc2ccco2)c(C)s1	0	x	-1.1	1	x	18	x	-17	3
